Screening data (PubChem)
Salmonella PhoP GFP: Inhibition of PhoP regulon, Salmonella typhi GFP reporter cells, confirmation, 4 h (AID 1850) | one-dose inhibition, % at 50 µM; IC50 in µM for titrated hits | Salmonella Typhi PhoP-promoter GFP reporter, fluorescence, 4 h; higher % means a stronger effect | actives 0.33% (n = 310,000); in the data active = a potency from the dose series; inconclusive = inhibition mostly from about 25% at the one dose, without a potency; inactive = the rest, 99 in 100 with inhibition below about 19%;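 also: 0% = induced wells with vehicle and 100% = uninduced wells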
influenza NS1A: NS1A inhibition, H1N1 influenza, cell based functional assay (AID 504329). NS1A functional cell-based assay, percent inhibition; higher % means a stronger effect. inhibition, % at 12.5 µM, or IC50 in µM where a hit was titrated. actives 0.3% (n = 340,000); in the data active = a potency from the dose series; inconclusive = inhibition above about 27% without an active follow-up result; also: strong numbers were not always called active
inhibitors of VEEV: inhibitors of VEEV TC-83 cytopathic effect, confirmation, Vero cells (AID 588727); Vero cells, VEEV TC-83 cytopathic effect inhibition; higher % means a stronger effect; inhibition, % at 20 µM, or IC50 in µM where a hit was titrated; actives 0.13% (n = 350,000); in the data active = a potency from the dose series; inconclusive = inhibition mostly from about 14% at the one dose, without a potency; inactive = the rest, 99 in 100 with inhibition below about 12%; also: strong numbers were not always called active
M. tuberculosis HTS: M. tuberculosis growth inhibition, HTS (AID 449762); M. tuberculosis H37Rv growth inhibition, 7H9 media; higher % means a stronger effect; one-dose inhibition, % at 25 µM; IC50 in µM for titrated hits; actives 0.59% (n = 330,000); in the data active = a potency from the dose series; inconclusive = inhibition above about 70% without an active follow-up result;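 also: bacterial growth assessed after seven days of incubation; strong numbers were not always called active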
tuberculosis growth: growth inhibition of non-replicating M. tuberculosis (AID 488890); Mycobacterium tuberculosis non-replicating, growth inhibition; higher % means a stronger effect; one-dose inhibition, % at 25 µM; IC50 in µM for titrated hits; actives 0.39% (n = 320,000); in the data active = a potency from the dose series; inconclusive = inhibition mostly from about 82% at the one dose, without a potency; inactive = the rest, 99 in 100 with inhibition below about 76%;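 also: plate controls were DMSO cells for no effect and high antibiotic wells for full effect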
inhibitors of VEEV 10K pilot screen: also measured in inhibitors of VEEV; calls as there; inhibition, %; measured here: 10K pilot screen inhibition
An asterisk follows results filed as active; i = inactive; ? = inconclusive; . = not tested or not shown; & = joins results of further samples.

SMILES | Salmonella PhoP GFP | influenza NS1A | inhibitors of VEEV | M. tuberculosis HTS | tuberculosis growth | others
O=C(NCc1n[nH]c(=S)n1-c1ccc(F)cc1)c1ccc(S(=O)(=O)N2CCCC2)cc1 | 0% | 2% | 0.4% | -8% | -7%
COc1ccc([C@H]2CC(=O)C=C(c3cc4ccccc4s3)C2)cc1 | . | -6% | 0.1% | -3% | 20%
O=C(O)C(Cc1c[nH]c2ccccc12)NS(=O)(=O)c1ccc(Br)cc1 (stereo not given) | -2% | 2% | 1.8% | 15% | 17%
COc1ccc(-c2c(C#N)c(N)nc3sc(C(=O)c4ccccc4)c(N)c23)cc1 | -17% | -8% | 8.3% | 1% | -1%
NC(=O)c1ccsc1NC(=O)c1coc2ccccc2c1=O | -5% | -1% | i | 11% | 0%
COc1cccc(OCC(O)CN2CCN(c3ccccc3)CC2)c1 (stereo not given) | 3%&0% | -4%&0% | 0.7%&0.1% | -11%&9% | 9%&0%
Cc1cccn2c(=O)c3c(nc12)N1CCc2ccccc2C1C1(C3)C(=O)NC(=O)N(C)C1=O (stereo not given) | -4% | 2% | i | 10% | 27%
COc1ccc(NC(=O)CCCC(=O)c2ccccc2)cc1OC | 9% | 5% | 1.4% | 0% | 0%
CC(=O)NS(=O)(=O)c1ccc(NC(=O)c2ccc3c(c2)NC(=O)CS3)cc1 | . | 2% | 0.6% | 3% | 8%
O=C(NCCS(=O)(=O)N1CCN(c2ccccc2)CC1)c1ccccc1F | -2% | -2% | 1.4% | -2% | -5%
Cc1cccc(C(=O)NC(=S)NC(C)c2ccccc2)c1 (stereo not given) | 2% | . | 3.5% | -5% | 12%
COc1ccc(C(C(=O)NC2CCCC2)N(CC2CCCO2)C(=O)Cc2cccs2)cc1OC (stereo not given) | -3% | -4% | 0.5% | -8% | 2%
O=C(NCc1nnc(SCC(=O)N2CCCCCC2)o1)c1ccccc1F | 3% | -9% | 0.5% | 3% | 1%
CCOc1ccc(C(CC(=O)O)NC(=O)C(c2ccccc2)c2ccccc2)cc1OC (stereo not given) | . | -23% | 2.0% | -8% | 5%
Cc1ccc(C(=O)Nc2nnc(-c3ccco3)o2)cc1 | -2% | -7% | i | 69% | ?
O=C(CCCC(=O)N(CC(=O)NC1CCCCC1)Cc1ccccc1)Nc1ccccn1 | -4% | 2% | 4.6% | 0% | 16%
COC(=O)c1cccc(NCN2C(=O)c3ccccc3C2=O)c1 | 20% | 11% | 1.7% | 0% | 2%
O=C(Nc1ccccc1F)C1CCCN(S(=O)(=O)c2ccc(-n3cnnn3)cc2)C1 (stereo not given) | -4% | 5% | 0.7% | -6% | 12%
Fc1ccc(C(c2ccc(F)cc2)N2CCN(C/C=C/c3ccccc3)CC2)cc1 | -3%&-8% | -1% | 0.6% | ? | 49%
CCCCOc1ccc(-c2cc(C(F)(F)F)c(C#N)c(SCC(=O)O)n2)cc1 | -11% | 0% | 0.6% | 37% | 39% | inhibitors of VEEV 10K pilot screen=3.9
N#Cc1ccsc1NC(=O)COC(=O)c1ccc2ccccc2c1 | 0% | -3% | 0.6% | 4% | 5%
O=[N+]([O-])/C(C(Cl)=C(Cl)Cl)=C(/NC1CC1)Sc1ccccc1 | 7% | 8% | 2.9% | 3% | 68%
COc1ccccc1NC(=O)C/C(N)=N/O | 0% | 8% | i | -10% | 9%
CC(=O)c1ccc(Sc2nnc(C)s2)c([N+](=O)[O-])c1 | -5% | -2% | 0.5% | 4% | 37%
COc1ccc(CN2C(=O)c3cccnc3C2=O)cc1S(=O)(=O)N(C)Cc1ccco1 | -15% | 0% | 0.5% | 1% | 9%
COC(=O)Nc1ccc(S(=O)(=O)N(CCO)CCO)cc1 | 6% | 6% | 0.8% | 1% | 0%
CCn1c(SCc2cccc(C)c2)nnc1-c1ccc(C)cc1 | -1% | -8% | 1.4% | 3% | 64%
CCOc1ccccc1N(C)C(=O)CCS(=O)(=O)c1ccc2c(c1)NC(=O)CO2 | -21% | -4% | 0.7% | -2% | -19%
CC(C)C(=O)NNC(=O)C1CC1(c1ccccc1)c1ccccc1 (stereo not given) | -1% | -14% | 0.7% | -3% | 8%
CN1CCN(CC(O)COc2ccccc2)CC1 (stereo not given) | 0% | 2% | 0.2% | -1% | -6%
COC(=O)c1cccc(NC(=O)CSc2ncn[nH]2)c1 | 2% | 7% | 6.2% | 6% | 0%
CC(C)c1c(O)nc(SCCN(C)C)[nH]c1=O | -2% | -5% | i | -9% | 11%
C=C(Cl)COc1ccc2c(CC)cc(=O)oc2c1 | -7% | -9% | 0.6% | 2% | 14%
CCCCCN(C(=O)COC(=O)CSc1ccc([N+](=O)[O-])cc1)c1c(N)n(CCCC)c(=O)[nH]c1=O | -1% | -2% | 7.2% | -2% | 15%
O=C(Nc1ccc(N2C(=O)C3CCCCC3C2=O)cc1Cl)c1cccs1 (stereo not given) | 4% | -5% | 1.4% | 9% | 7%
CCCn1c(O)c(N=NC(=O)CNC(=O)/C=C/c2ccc(OC)cc2)c2ccccc21 | 4% | 1% | 3.9% | 4% | 6%
COc1ccc(-c2onc(C)c2-c2cnn(-c3ccccc3)c2)c(O)c1 | -8% | -2% | 7.3% | -3% | 19%
Cc1ccc(NC(=O)CN2CCC(Cc3ccccc3)CC2)cc1S(=O)(=O)N(C)C | -8% | 2% | i | 3% | 32%
OCc1nc2ccccc2n1CCCOc1ccc(Br)cc1 | 2% | -10% | 4.5% | ? | 50%
O=C(CCNC(=O)c1ccc(Cl)cc1)NCCCN1CCOCC1 | . | -1% | 0.2% | -10% | 2%
Cc1ccc(-n2c(=O)[nH]c3ncccc3c2=O)cc1 | -7% | -2% | 0.6% | -3% | -6%
COc1ccc(/C=N\NC(=O)c2ccc(-c3ccccc3)cc2)cc1COC(C)=O | -2% | -13% | 4.9% | 5% | 7%
Cc1ccc(C)c(Cn2nnc3c(=O)[nH]c(C4CCCN(C(=O)C5CCC5)C4)nc32)c1 (stereo not given) | -8% | 4% | i | 1% | 57%
CC(C)CC(=O)NN1CCCCC1 | -2% | -2% | 1.4% | 0% | 5%
CC(=O)N1CCC(C(=O)Nc2ccc(S(=O)(=O)N3CCC(C)CC3)cc2)CC1 | 4% | 0% | 1.8% | -5% | 4%

A draw from above in order of count of non-hydrogen atoms, lowest first:
SMILES | Salmonella PhoP GFP | influenza NS1A | inhibitors of VEEV | M. tuberculosis HTS | tuberculosis growth | others
CC(C)c1c(O)nc(SCCN(C)C)[nH]c1=O | -2% | -5% | i | -9% | 11%
C=C(Cl)COc1ccc2c(CC)cc(=O)oc2c1 | -7% | -9% | 0.6% | 2% | 14%
COC(=O)c1cccc(NC(=O)CSc2ncn[nH]2)c1 | 2% | 7% | 6.2% | 6% | 0%
O=C(Nc1ccc(N2C(=O)C3CCCCC3C2=O)cc1Cl)c1cccs1 (stereo not given) | 4% | -5% | 1.4% | 9% | 7%
CC(=O)N1CCC(C(=O)Nc2ccc(S(=O)(=O)N3CCC(C)CC3)cc2)CC1 | 4% | 0% | 1.8% | -5% | 4%
Cc1ccc(NC(=O)CN2CCC(Cc3ccccc3)CC2)cc1S(=O)(=O)N(C)C | -8% | 2% | i | 3% | 32%

Next section
SMILES | Salmonella PhoP GFP | influenza NS1A | inhibitors of VEEV | M. tuberculosis HTS | tuberculosis growth | others
CCNC(=O)c1ccccc1SCc1ccccc1 | -2% | 6% | 0.6% | 1% | -8%
Cc1cccc(C)c1NS(=O)(=O)c1ccc2c(c1)NC(=O)CO2 | 7% | 9% | i | 0% | 9% | inhibitors of VEEV 10K pilot screen=0.3
CCOc1ccccc1NC(=O)NNS(=O)(=O)c1cc(C)ccc1C | 5% | 1% | 3.2% | 8% | 21%
OC1OC[C@@H](O)[C@H](O)[C@H]1O (stereo not given in full) | -9% | . | . | -1% | -8%
Cc1cc(C)n(-c2ccc(Oc3ccccc3)c(S(=O)(=O)O)c2)n1 | -8% | -1% | 1.1% | -10% | -2%
COc1cccc2cc(C(=O)n3ccc(C)n3)c(=O)oc12 | -8% | -3% | 0.9% | 8% | 1%
COc1cccc(NC(=O)CSc2nnc(Cc3cccn3C)n2-c2ccc(F)cc2)c1 | -11% | 2% | i | -3% | 24%
Cc1ccc(S(=O)(=O)N2CCC(C(=O)OCC(=O)N3CC(C)CC(C)C3)CC2)cc1C (stereo not given) | 3% | 0% | 1.4% | 3% | 28%
COc1ccc(C(=O)Cn2cnc3ccc(Cl)cc3c2=O)cc1F | 2% | -8% | 4.4% | 11% | 3%
COCC(=O)NC1CC2CCCC(C1)N2Cc1ccccc1 (stereo not given) | -14% | -3% | 2.0% | -13% | -8%
CCN(CC)c1ccc(NC(=O)C2CCCN(S(=O)(=O)c3cnc[nH]3)C2)c(C)c1 (stereo not given) | -12% | 2% | i | -10% | .
CCOC(=O)CC1CCCCN1Cc1nc(-c2ccc(F)c(OC)c2)oc1C (stereo not given) | -5% | -1% | 0.1% | -9% | -10%
CCN1CCN(C2=C(NS(=O)(=O)c3ccccc3)C(=O)c3ccccc3C2=O)CC1 | 11% | -4% | 3.5% | 7% | 19%
CCc1cc2c(NCCO)ncnc2s1 | 12% | 6% | i | 7% | -5%
CC(=O)SCC(=O)N=c1sc2cc(F)ccc2n1C | -8% | -6% | 5.9% | -2% | 39%
CC1(NC(=O)CN2CCN(c3cnn(-c4ccccc4)c(=O)c3Cl)CC2)CCS(=O)(=O)C1 (stereo not given) | . | 1% | 1.4% | 1% | 1%
O=C1C2CCCCN2C(=O)N1CCCCN1CCN(c2cccc(C(F)(F)F)c2)CC1 (stereo not given) | . | -5% | i | . | .
CC(C)(C)OC(=O)N1Cc2cc3ccccc3nc2C1CO (stereo not given) | -1% | 2% | 1.4% | 4% | -17%
Cc1ccc(S(=O)(=O)NCCc2ccc(S(N)(=O)=O)cc2)cc1 | 0% | -3% | 0.1% | 11% | -1%
COc1ccc(NC(=O)CC2Oc3ccccc3NC2=O)c(OC)c1 (stereo not given) | -5% | -5% | 1.7% | 2% | -3%
O=C(NC(=S)N1CCN(c2ccccn2)CC1)c1ccccc1 | -6% | 22% | 0.5% | -5% | 5%
COc1cc2c(cc1OC)-c1c(OC)c(OC)cc3ccnc(c13)C2=O | 17% | 17% | 4.4% | -8% | 22%
CC(OC(=O)c1cc(S(=O)(=O)N2CCOCC2)ccc1F)C(=O)NCC1CCCCC1 (stereo not given) | . | 4% | 0.1% | 2% | 1%
Cn1ccnc1SCC(=O)Nc1ccccc1 | -8% | -2% | 0.4% | 0% | -3%
CCOC(=O)c1nn(-c2ccccc2C)c(=O)cc1OCC(=O)Nc1cccc(OC)c1 | 8% | 1% | 1.2% | 16% | 0%
Cc1ccc(NC(=O)C(=O)NCC2CCN(C(=O)c3cccc([N+](=O)[O-])c3)CC2)cc1 | -8% | 2% | 6.9% | 5% | 5%
Cc1cc2c(cc1S(=O)(=O)N1CCCCC1)OCC(=O)N2 | -1% | 7% | 0.2% | 6% | 2% | inhibitors of VEEV 10K pilot screen=0.3
Cc1cc(NC(=O)CN2C(=O)CCSc3ccccc32)no1 | 5% | 9% | 0.7% | 2% | 1%
O=C(O)CSCC(=O)Nc1ccc(C(F)(F)F)cc1 | -9% | -4% | 2.0% | 11% | 9%
NC(=S)NC1CCS(=O)(=O)C1 (stereo not given) | -5% | -13% | 0.2% | 6% | 4%
CC(C)CC(=O)Nc1ccc(Nc2ccccc2)cc1 | -7% | 14% | 4.2% | -11% | 36%
O=C(Cn1cnc2ccccc2c1=O)NC1CCCc2ccccc21 (stereo not given) | 5% | 3% | 1.4% | 1% | -20% | inhibitors of VEEV 10K pilot screen=0.6
O=c1c2c3c(sc2nc2n1N=C(c1cccs1)CS2)CCCC3 | -36% | 1% | 1.5% | -4% | -1%
CCN(CC)c1ccc(NC(=O)CSc2ccsc2[N+](=O)[O-])c(C)c1 | -4% | -4% | 1.2% | 1% | 42%
COC(=O)N/N=C/C1=CCC2CC1C2(C)C (stereo not given) | 3% | -5% | 0.3% | -1% | 1%
COc1cccc(CC(=O)OCC(=O)NNC(=O)c2ccc(Br)cc2)c1 | . | -1% | 0.7% | -2% | -13%
C=CCN1C(=O)/C(=C/c2ccc3c(c2)CCCN3CCC)C(=O)NC1=S | -21% | 6% | 22% | 7% | ?
O=C(C1=C(O)C(=O)N(CCN2CCOCC2)C1c1ccc([N+](=O)[O-])cc1)c1cc2ccccc2o1 (stereo not given) | 2% | -7% | 0.1% | -5% | 13%
COCCn1c(-c2ccco2)csc1=Nc1cccnc1 | 6% | 6% | 1.9% | 3% | 25%
CCNC(=O)NC1(C(=O)Nc2ccc3c(c2)CCC3)CCCCC1 | 1% | 2% | 0.7% | -9% | 3%
